# H1N1 NS1A inhibition: NS1A inhibition, H1N1 influenza, cell based functional assay (AID 504329); hit rate 0.3% among 340,000; NS1A functional cell-based assay, percent inhibition; higher % means a stronger effect; inhibition, % at 12.5 µM, or IC50 in µM where a hit was titrated; in the data active = a potency from the dose series; inconclusive = inhibition above about 27% without an active follow-up result; note: strong numbers were not always called active
# tuberculosis growth: growth inhibition of non-replicating M. tuberculosis (AID 488890); Mycobacterium tuberculosis non-replicating, growth inhibition; higher % means a stronger effect; inhibition, % at 25 µM, or IC50 in µM where a hit was titrated; hit rate 0.39% among 320,000; in the data active = a potency from the dose series; inconclusive = inhibition mostly from about 82% at the one dose, without a potency; inactive = the rest, 99 in 100 with inhibition below about 76%;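 note: plate controls were DMSO cells for no effect and high antibiotic wells for full effect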
# M. tuberculosis HTS: M. tuberculosis growth inhibition, HTS (AID 449762); one-dose inhibition, % at 25 µM; IC50 in µM for titrated hits; hit rate 0.59% among 330,000; M. tuberculosis H37Rv growth inhibition, 7H9 media; higher % means a stronger effect; in the data active = a potency from the dose series; inconclusive = inhibition above about 70% without an active follow-up result;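 note: bacterial growth assessed after seven days of incubation; strong numbers were not always called active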
# inhibitors of VEEV: inhibitors of VEEV TC-83 cytopathic effect, confirmation, Vero cells (AID 588727). hit rate 0.13% among 350,000. one-dose inhibition, % at 20 µM; IC50 in µM for titrated hits. Vero cells, VEEV TC-83 cytopathic effect inhibition; higher % means a stronger effect; in the data active = a potency from the dose series; inconclusive = inhibition mostly from about 14% at the one dose, without a potency; inactive = the rest, 99 in 100 with inhibition below about 12%; note: strong numbers were not always called active
# PhoP GFP inhibition: Inhibition of PhoP regulon, Salmonella typhi GFP reporter cells, confirmation, 4 h (AID 1850); Salmonella Typhi PhoP-promoter GFP reporter, fluorescence, 4 h; higher % means a stronger effect; inhibition, % at 50 µM; hits with a dose series show IC50 in µM; hit rate 0.33% among 310,000; in the data active = a potency from the dose series; inconclusive = inhibition mostly from about 25% at the one dose, without a potency; inactive = the rest, 99 in 100 with inhibition below about 19%;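 note: 0% = induced wells with vehicle and 100% = uninduced wells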
# Numbers without * were called inactive; i = inactive; u = inconclusive; x = not tested or not shown.
SMILES,H1N1 NS1A inhibition,tuberculosis growth,M. tuberculosis HTS,inhibitors of VEEV,PhoP GFP inhibition
CC1CCCC(NC(=O)CN(C)S(=O)(=O)c2cnc[nH]2)C1C (centres undefined),-7%,-4%,2%,1.9%,-6%
Cc1ccc(C(=O)c2sc3c(c2N)c(=O)[nH]c(=O)n3CCc2ccccc2)cc1,4%,2%,-2%,13%,-8%
C1CC2NCCC3NCCC(N1)N32 (centres undefined),-19%,u,u,0.3%,12%
CCCCCC(=O)NN1C(=S)N(c2ccc(OC)cc2)C(=O)C1CC(=O)Nc1ccccc1 (centres undefined),x,1%,-1%,0.1%,-1%
CC1CC(C)CN(C(=O)COC(=O)c2cncc(Br)c2)C1 (centres undefined),-2%,65%,7%,1.5%,x
COc1ccc(NC(=O)[C@@H](NC(=O)N2C[C@H]3C[C@@H](C2)c2cccc(=O)n2C3)C(C)C)cc1,-9%,-13%,-9%,0.8%,-8%
Cc1cc(C(=O)N/N=C/c2c(CO)cnc(C)c2O)c2ccccc2n1,5%,-5%,0%,1.2%,-12%
CC1CN(C(=O)c2ccc(NS(=O)(=O)c3ccc(F)c(F)c3)cc2)CC(C)O1 (centres undefined),2%,3%,-8%,0.5%,-6%
Cn1c(CN2CCN(C(=O)c3ccco3)CC2)nc2cc([N+](=O)[O-])ccc21,12%,6%,-34%,3.5%,-14%
Clc1ccc(-n2cccc2)cn1,2%,-5%,3%,1.5%,0%
COc1cc(NC(=O)c2ccc(Cl)cc2)c(OC)cc1Cl,-3%,5%,0%,4.7%,9%
Cc1sc2ncn(CC(=O)NCCCC(=O)N3CCN(c4ccccn4)CC3)c(=O)c2c1C,0%,-7%,-7%,0.4%,-1%
CCOC(=O)c1nnsc1NC(C)=O,5%,0%,-1%,0.8%,-16%
COc1ccc(NC(=O)c2sc3nc(C)nc(N4CCOCC4)c3c2C)c(OC)c1,-3%,16%,-2%,i,-3%
CCOc1ccc(C(=O)Nc2cccc(-c3nc4ccccc4[nH]3)c2C)cc1[N+](=O)[O-],4%,35%,9%,13%,10%
O=C(COC(=O)CCc1ccccc1)Nc1ncc(Cl)cc1Cl,5%,13%,1%,i,-2%
Nc1c2c(nc3ccccc13)CCC2,-4%,-4%,-2%,4.3%,1%
CCc1c(C)sc(NC(=O)Cc2ccccc2C)c1C(=O)N1CCOCC1,-10%,-19%,3%,1.4%,-5%
COc1cccc(N(C(=O)Cn2nnc(-c3ccc(Cl)cc3)n2)C(C(=O)NCC2CCCO2)c2ccc(C)cc2)c1 (centres undefined),1%,-3%,10%,1.4%,-12%
CCn1cc(C(=O)N2CCCC2)c(=O)c2cc(S(=O)(=O)N3CCOCC3)ccc21,-3%,2%,-13%,0.4%,6%
CC1(C2CCCC2)NC(=O)NC1=O (centres undefined),-3%,x,x,1.6%,x
COc1ccc(S(=O)(=O)Nc2c(O)ccc3ccccc23)cc1OC,3%,20%,5%,1.3%,-27%
CC(=O)Nc1cccc(-c2nnc3n2CC(C)S3)c1 (centres undefined),-2%,-20%,-1%,i,-3%
O=C(CC(c1ccccc1)c1ccccc1)Nc1ncn[nH]1,5%,4%,-7%,3.5%,-16%
OC(c1cccc(OCc2ccccc2)c1)c1nnc(-c2ccccc2)o1 (centres undefined),1%,53%,-1%,i,1%
CCCCCCCCS(=O)C1CS(=O)(=O)CC1O (centres undefined),-20%,39%,-5%,0.8%,5%
COc1cc2sc(-c3ccccc3OC)c(-c3ccc(OCCN4CCCCC4)cc3)c2cc1OC,26%,u,u,i,x
Cc1ccc(NS(=O)(=O)c2cccc(C(=O)N(C)Cc3cccs3)c2)cc1,-3%,9%,-11%,3.2%,1%
Cc1cc(C)cc(N(CC(=O)N2CCN(Cc3ccccc3)CC2)S(=O)(=O)c2c(C)noc2C)c1,2%,x,-5%,0.1%,0%
CCOC(=O)c1ccccc1NC(=O)CN1CCC(n2nnc3cc(C(F)(F)F)ccc32)CC1,-4%,-2%,7%,0.3%,11%

# Look-ups from the list.
# Cc1sc2ncn(CC(=O)NCCCC(=O)N3CCN(c4ccccn4)CC3)c(=O)c2c1C @ tuberculosis growth: -7%
# CCCCCC(=O)NN1C(=S)N(c2ccc(OC)cc2)C(=O)C1CC(=O)Nc1ccccc1 (centres undefined) @ tuberculosis growth: 1%
# CCCCCCCCS(=O)C1CS(=O)(=O)CC1O (centres undefined) @ M. tuberculosis HTS: -5%
# CCOc1ccc(C(=O)Nc2cccc(-c3nc4ccccc4[nH]3)c2C)cc1[N+](=O)[O-] @ tuberculosis growth: 35%
# COc1cccc(N(C(=O)Cn2nnc(-c3ccc(Cl)cc3)n2)C(C(=O)NCC2CCCO2)c2ccc(C)cc2)c1 (centres undefined) @ PhoP GFP inhibition: -12%
# COc1ccc(NC(=O)c2sc3nc(C)nc(N4CCOCC4)c3c2C)c(OC)c1 @ H1N1 NS1A inhibition: -3%

# The main list resumes, repeating the 2 entries before the break.
SMILES,H1N1 NS1A inhibition,tuberculosis growth,M. tuberculosis HTS,inhibitors of VEEV,PhoP GFP inhibition
Cc1cc(C)cc(N(CC(=O)N2CCN(Cc3ccccc3)CC2)S(=O)(=O)c2c(C)noc2C)c1,2%,x,-5%,0.1%,0%
CCOC(=O)c1ccccc1NC(=O)CN1CCC(n2nnc3cc(C(F)(F)F)ccc32)CC1,-4%,-2%,7%,0.3%,11%
C[C@H](CO)N1C[C@H](C)[C@@H](CN(C)S(=O)(=O)c2cccs2)Oc2ccc(NC(=O)Nc3ccc(C(F)(F)F)cc3)cc2C1=O,9%,31%,u,3.3%,x
COc1cccc(-n2nnnc2SCC(=O)Nc2ccc3c(c2)OCCO3)c1,6%,3%,3%,0.1%,6%
CN(C1=NC(=O)CS1)c1ccc(O)cc1,-11%,-4%,-4%,0.5%,14%
Cc1cc2c(=O)n(C)c(SCC(=O)NCC3CCCO3)nc2s1 (centres undefined),-12%,x,x,i,x
COCCNC(=O)c1ccc(CN2CCc3ccccc3C2)cc1,0%,-17%,-3%,0.0%,-4%
C/C(=N\NC(=O)c1cc2ccccc2cc1O)c1ccc2c(c1)OCO2,-7%,14%,2%,9.4%,2%
O=C(c1ccco1)N1CCN(c2ncnc3c(-c4ccc(Cl)cc4)nsc23)CC1,-10%,-2%,3%,1.3%,9%
O=C(/C=C/c1ccc(F)cc1)NC(=S)N1C[C@H]2C[C@H](C1)c1cccc(=O)n1C2,2%,10%,-10%,1.7%,10%
CCCCC(=O)Nc1ccc(Br)cc1C(=O)O,5%,48%,14%,1.1%,-12%
CC(C)(C)C1CCC(C(=O)Nc2nccs2)CC1 (centres undefined),0%,5%,5%,1.9%,-10%
CN(CC(=O)Nc1ccc(Cl)c(C(F)(F)F)c1)C(=O)C1CC(=O)N(Cc2ccco2)C1 (centres undefined),-8%,7%,-5%,3.2%,1%
Cc1c(C(=O)N2CCCC2)c(S(=O)(=O)Nc2ccccc2Cl)c(C)n1C,0%,-14%,2%,0.7%,-5%
CNC(=O)COc1ccc(C=O)cc1OC,-3%,-6%,3%,1.3%,1%
CCOC(=O)/C(C#N)=C\C1=C(N2CCOCC2)CC(C)(C)OC1,0%,1%,-8%,3.1%,-8%
CCC(=O)c1cc2c(C)cc(=O)oc2c(C)c1OC(C)=O,1%,11%,-3%,4.8%,0%
C[C@H](CO)N1C[C@H](C)[C@@H](CN(C)Cc2ccncc2)Oc2c(NC(=O)C3CC3)cccc2C1=O,-4%,4%,9%,0.6%,x
CC(C)Cn1c(-c2ccc(Br)o2)n[nH]c1=S,-3%,-4%,3%,0.2%,4%
O=C(COc1ccc2c(-c3ccccc3)cc(=O)oc2c1)NCc1cccs1,-6%,-21%,-2%,1.8%,0%
OCCN1c2ccccc2CCc2ccccc21,x,-8%,9%,2.0%,1%
CCN1Cc2c(/C=C/c3ccccc3)nc3ccc(OC)cc3c2N(c2cccc(Cl)c2)C1,3%,30%,u,2.5%,-11%
Cc1ccc(C(=O)NC2CC(C)(C)NC(C)(C)C2)cc1Cl,-2%,8%,5%,i,-3%
COc1ccc(OC)c(C(c2nnnn2Cc2ccccc2)N2CCC(C(N)=O)CC2)c1 (centres undefined),6%,-8%,-6%,1.2%,11%
Cc1ccc(SCC(=O)NC(=O)NCc2ccco2)c(C)c1,0%,12%,-7%,2.2%,-16%
COc1ccc(C)cc1S(=O)(=O)N1CCCC(C(=O)N2CCN(c3ccccc3F)CC2)C1 (centres undefined),1%,25%,4%,5.1%,-2%
C=CCC(NCc1ccco1)c1ccc(OC)c(OC)c1 (centres undefined),7%,3%,-1%,0.3%,-12%
O=C(c1ccccc1-c1nc2ccccc2[nH]1)N1CCCCC1,2%,5%,1%,0.1%,1%
COc1ccc2[nH]c3c(c2c1)CCNC3C1CC=C(C)CC1 (centres undefined),1%,8%,7%,2.6%,3%
CCCCn1c(N)c(N(CCC(C)C)C(=O)CN2C(=O)C3CCCCC3C2=O)c(=O)[nH]c1=O (centres undefined),-11%,9%,-17%,0.9%,-6%
NC(=O)c1nc(-c2ccccc2)c(-c2ccccc2)[nH]c1=O,14%,70%,-6%,0.7%,0%
Cc1ccc(-n2c(C)cc(/C=N/Nc3ccc([N+](=O)[O-])cn3)c2C)cc1,6%,23%,5%,6.4%,-3%
COc1ccc(C[C@H]2CN3C(=NC[C@@H]3Cc3ccc(O)cc3)N2C[C@H](C)NC(=O)c2ccc(C)c(Br)c2)cc1,21%,u,u,i,18%
COc1ccc(C(CNC(=O)c2[nH]c(C)c(C(C)=O)c2C)N2CCOCC2)cc1 (centres undefined),-6%,-1%,3%,4.4%,x
CC(C)(C)N(C=C(Cl)Cl)C(=O)NC1CCCCC1,-9%,7%,5%,i,9%
CCOc1cc(/C=N/NC(=O)c2ccc(CSc3nncn3C)cc2)ccc1OCC(=O)N1CCOCC1,18%,11%,-1%,0.2%,1%
C=CCn1c(C)cc(C(=O)COC(=O)c2ccc(N)c([N+](=O)[O-])c2)c1C,2%,-6%,9%,1.1%,0%
COc1ccc(C(=O)NCCCn2cccn2)cc1OC1CCN(C(C)=O)CC1,-9%,x,x,1.9%,x
CC(C)(C)C(=O)N1CCC(O)(CS(=O)(=O)Cc2ccc(Cl)cc2)CC1,3%,8%,3%,0.6%,2%
CCOC(=O)c1c(N)c2cc([N+](=O)[O-])ccc2n1C,-19%,-25%,-1%,1.9%,-15%
O=C1/C(=C/c2cccnc2)SC(=S)N1Cc1ccco1,-2%,x,x,1.3%,x
CSCCC(NC(=O)C1CCC(C)CC1)C(=O)O (centres undefined),3%,-14%,-17%,2.3%,-8%
Cc1c(C(=O)Nc2ccc(C(F)(F)F)cc2)sc2ncn(CC(=O)N3CCN(c4ccccn4)CC3)c(=O)c12,1%,17%,-2%,2.4%,-12%
CC(C)Cn1c(N)c(C(=O)COC(=O)Cc2cccc(C(F)(F)F)c2)c(=O)n(C)c1=O,-3%,27%,3%,4.7%,8%
C=CCN(c1ccccc1)S(=O)(=O)c1cccc(C(=O)N2CCCC2)c1,-6%,-10%,-11%,1.1%,9%
CNC(=O)C1CC(=O)N(CCCc2ccccc2)C(=Nc2ccccc2)S1 (centres undefined),2%,-1%,2%,i,-8%
C=C(C)CNC(=S)N/N=C/C1=CCC2CC1C2(C)C (centres undefined),-5%,37%,15%,2.5%,-6%
CCc1ccc(-c2cc(C)no2)cc1S(=O)(=O)N1CCN(c2ccccc2OC)CC1,-8%,22%,-3%,5.0%,-8%
CCOc1cc(/C=C2\C(=N)N3N=C(S(C)(=O)=O)SC3=NC2=O)ccc1OCCOc1cccc(OC)c1,-23%,38%,11%,0.6%,1%
COc1ccccc1CNC(=O)CNCC1CCCO1 (centres undefined),8%,-16%,-11%,0.7%,0%
O=C(CCc1nnc(C2CCCCC2)o1)NCc1ccc(F)c(F)c1,-1%,8%,2%,i,-14%
COc1ccc(NC(=O)CN2CCN(S(=O)(=O)c3ccc(Cl)cc3)CC2)cc1,9%,28%,3%,i,-11%
N#CCCN(Cc1cccnc1)C(=O)c1sc2cc(F)ccc2c1Cl,2%,8%,-11%,3.1%,-2%
O=C(O)C1CCN(S(=O)(=O)c2cccs2)CC1,4%,-13%,-14%,0.3%,12%
CN(C(=O)c1ccc(NC(=O)Cc2cccc(NC(=O)C3CCCN(C(=O)CCc4ccccc4)C3)c2)cc1)C1CCCC1 (centres undefined),-6%,28%,-2%,9.3%,x

# Given tab-delimited: entries from further up
molecule	H1N1 NS1A inhibition	tuberculosis growth	M. tuberculosis HTS	inhibitors of VEEV	PhoP GFP inhibition
O=C(CCc1nnc(C2CCCCC2)o1)NCc1ccc(F)c(F)c1	-1%	8%	2%	i	-14%
COc1ccc(NC(=O)CN2CCN(S(=O)(=O)c3ccc(Cl)cc3)CC2)cc1	9%	28%	3%	i	-11%
N#CCCN(Cc1cccnc1)C(=O)c1sc2cc(F)ccc2c1Cl	2%	8%	-11%	3.1%	-2%
